EPAC1 antagonist: antagonists of human EPAC1 | Potency, µM (titrated, usually from 115 µM), for inactives: top-dose activity change, negative = inhibition, hits mostly inhibitors | 360,000 compounds, 0.14% hits | O95398 | EPAC1 GEF assay, Rap1b-BODIPY-GDP exchange fluorescence;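 further: potency means the concentration at half of the fitted maximal effect; plate controls were vehicle for no effect and positive control for full effect; nearly all actives have a fitted effect of over 50% in size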
IL-2 act: IL-2 activation; IL-2 activation reporter assay, cell-based qHTS; stimulated with anti-CD3/CD4/CD28 beads; in transgenic mouse T cells; activation, % (series mostly up to about 46 µM); 360,000 compounds, 0.065% hits; AID 652025; in the data active means activation above about 50%; inconclusive means mostly about 30% to 49%; further: 0% is about no effect
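Quantitative HTS in unstimulated transgenic mouse T cells, with memory T cells as non-tolerant control and PMA/ionomycin as tolerance-bypass control. Compound pretreatment lasted 60 minutes before 18 h bead stimulation; EGFP/DsRed fluorescence read.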
FUS yeast rescue: FUS proteinopathy suppression in yeast. 390,000 compounds, 0.24% hits. Potency, µM (doses to about 76.6 µM), for inactives: at the top dose growth rescue (activation), usual class: activators. AID 1347120. S. cerevisiae FUS-expressing, growth rescue, OD600, 24 h;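 further: potency means the concentration at half of the fitted maximal effect; plate controls were DMSO vehicle for no effect and reference control for full effect; nearly all actives have a fitted effect of over 55% in size; some results filed as inactive show a strong effect at the top dose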
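Read-out: OD at 600 nm after 24hr at 30C, reporting rescue of FUS-induced yeast toxicity. Cells at OD 0.005 in galactose (2%) minimal medium; compounds tested in a dilution series; CP55940 titration from 92uM final as control.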
WRN inhibitor: blocks human WRN helicase; Potency, µM (doses to about 114 µM), without a hit: at the top dose activity change, negative = inhibition, most hits filed as inhibitors; WRN helicase unwinding, fluorescent forked duplex, kinetic; 360,000 compounds, 0.46% hits; further: potency means the concentration at half of the fitted maximal effect; on the % scale 0 is the no-effect control and ±100 the full control effect; nearly all actives have a fitted effect of over 55% in size
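WRN at 20 nM final was preincubated with compound for 15 min at room temperature; reaction started with 100 nM forked duplex oligonucleotide carrying fluorophore and quencher plus 2 mM ATP (final). Unwinding followed kinetically by red fluorescence (ex 525/em 598 nm).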
aSyn yeast inh: inhibitors of alpha-synuclein toxicity in yeast. Potency, µM (titrated, usually from 46.1 µM), without a hit: at the highest dose growth rescue (activation), actives largely listed as activators. 370,000 compounds, 0.14% hits. Yeast expressing alpha-synuclein, growth rescue, BacTiter-Glo, 24 h; further: potency means the concentration at half of the fitted maximal effect; % of control where 0% means no effect; nearly all actives have a fitted effect of over 65% in size
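Galactose-induced alpha-syn yeast (OD600=0.02, raffinose-pregrown) + pinned cpd, 24 hr, 30 deg C; growth by BacTiter-Glo luminescence. Growth restoration scores as activation.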
EPAC1 ag: agonists of human EPAC1; Potency, µM (series often up to 154 µM), for the others: top-dose activation, hits mostly activators; 360,000 compounds, 0.073% hits; O95398; EPAC1 agonist qHTS, biochemical assay; response scale: 100% = response to 6.5 mM cAMP; AID 720707; further: potency means the concentration at half of the fitted maximal effect; nearly all actives have a fitted effect of over 60% in size
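Normalized to 6.5 mM cAMP, activity reflects EPAC1-catalysed release of BODIPY-GDP from Rap1B, followed kinetically over 30 min at 480 nm excitation, 540 nm emission. Reaction contained 100 nM EPAC1, 250 nM Rap1B-BODIPY-GDP, 50 uM GDP.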
PLK1 PBD block: inhibitors of human PLK1 polo-box domain binding; Plk1 PBD binding of FITC phosphopeptide, fluorescence polarization; Potency, µM, for the others: max response, negative = inhibition, usual class: inhibitors; 360,000 compounds, 2.8% hits; AID 720504; further: potency means the concentration at half of the fitted maximal effect; series mostly up to about 57 µM; on the % scale 0 is the no-effect control and ±100 the full control effect; nearly all actives have a fitted effect of over 65% in size
Abeta rescue: compounds reversing amyloid beta toxicity in yeast | yeast expressing A-beta42, growth rescue, OD600, 48 h; response scale: 0% DMSO, 100% iron-clioquinol control | Potency, µM (series often up to 46.1 µM), without a hit: top-dose growth rescue, most hits filed as activators | 410,000 compounds, 0.063% hits | AID 1347071; further: potency means the concentration at half of the fitted maximal effect; nearly all actives have a fitted effect of over 55% in size
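Growth rescue measured by 600 nm absorbance after 48 h yeast culture at 30 C with compound. Values normalized between DMSO and an equimolar ferric chloride plus clioquinol control.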
PI5P4K alpha inh: inhibitors of human PI5P4K alpha; 330,000 compounds, 1.2% hits; max response, %; PI5P4Kalpha enzyme, ADP-Glo luminescence, 60 min; stronger effect = lower value; P48426; active means max response of -50% or lower; inconclusive means between -30% and -50%; inactive means -30% or higher; further: value at the top dose of about 77 µM; on the % scale 0 is the no-effect control and ±100 the full control effect
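Enzyme plus substrate dispensed, test compounds pinned in, then ATP (5 microM final) added. After 60 min at RT, ADP-Glo reagent 1 for 45 min and reagent 2 for 30 min preceded luminescence imaging.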
Numbers without * were called inactive; ? = inconclusive; · = no result given; & = joins results of further samples; [ ] = remark or other dose. Unless noted, the call rests on the fitted dose curve; in most records, active means well fitted curve in the direction sought with a large enough effect; inconclusive means small, poorly fitted or top-dose-only effect, or another doubt; inactive means no such curve, though single readings can be large; an effect the other way counts as inactive or inconclusive.

SMILES | EPAC1 antagonist | IL-2 act | FUS yeast rescue | WRN inhibitor | aSyn yeast inh | EPAC1 ag | PLK1 PBD block | Abeta rescue | PI5P4K alpha inh
Cn1nnnc1SCC(=O)Nc1ccccc1[N+](=O)[O-] | -11% | -2.3 | -41% | -15% | 1% | 10% | 2% | 2%[9.22 µM] | 2
Cc1cccc(Nc2nc(N)c([N+](=O)[O-])c(N3CCOCC3)n2)c1 | -9% | 2.3 | 11% | -10% | 7% | 1% | -4% | 7% | 0
Cc1[nH]c2ccccc2c1C1C(c2ccccc2)=NN=C(C(C)C)N1O (stereo not given) | -3% | -3.0 | 37% | -5% | 3% | 11% | -12% | ? | ·
CC(=O)Nc1ccc(Oc2ccc3nc(C)[nH]c3c2)cc1 | 17% | -0.2 | -16% | -2% | -11% | 1% | 1% | 8% | 7
Cc1ccc(-c2nc(=S)c3c(n2CC2CCCO2)CC(C)(C)OC3)cc1 (stereo not given) | 10% | -2.5 | 20% | 9% | -5% | 5% | -9% | 3% | ·
O=C1c2ccccc2NC(c2ccc3c(c2)OCO3)N1O (stereo not given) | 10% | -2.8 | · | 6% | -9% | -9% | -4% | -4% | 2
O=C(Cc1ccccc1)NNC1CC(=O)N(c2ccc(Oc3ccccc3)cc2)C1=O (stereo not given) | 9% | 1.2 | 19% | -7% | -5% | 6% | -13% | -1% | -3
Cc1ccc(NC(=O)[C@@H]2O[C@H](CO)[C@@H](O)[C@H]2O)cc1C(F)(F)F | 17% | 0.6 | -25% | -2% | -4% | 1% | -8% | 13% | -5
CC(=O)Nc1ccc(S(=O)(=O)N2CCN(C(=O)c3ncoc3-c3cccc(F)c3)CC2)cc1 | 20% | 4.1 | 16% | 6% | -2% | 4% | -22% | -13% | 9
COC(=O)CSc1ncnc2scc(-c3ccccc3)c12 | -19% | -5.8 | ? | -10% | 1% | 0% | 1% | 0% | 3
COc1ccc(CNC(=O)CN(C(=O)c2csnn2)c2cccc(C(C)=O)c2)cc1 | -2% | 0.6 | -2% | 3%[57.1 µM] | -5% | 0% | 1% | -19% | -4
CCOc1ccc(OCCCC(=O)N(CC)CC(=O)Nc2c(F)cccc2F)cc1 | ? | 1.2 | -1% | -10% | 20% | -7% | 3% | -9% | 2
O=C(NC(Cc1ccccc1)C(=O)O)/C(=C/c1ccc(Cl)cc1)NC(=O)c1ccccc1 (stereo not given) | -1% | 0.9 | -3% | -2% | 0% | 10% | -11% | -10% | 1
COc1ccc(C(=O)Nc2ccc3nc(N4CCCCC4)cc(C)c3c2)cc1OC | -17% | -0.1 | 5%&26% | -3% | 1% | 5% | 5% | -21%&-1% | 1
N#Cc1c(-c2ccc(Cl)cc2)c2c([nH]c1=S)CCCC2 | -5% | 1.7 | 4% | -29% | -3% | -6% | ? | -17% | -61*
CCCC(c1nnnn1Cc1ccc2c(c1)OCO2)N1CCC(C(N)=O)CC1 (stereo not given) | -1% | -4.6 | 2% | 3% | 0% | -13% | -21% | -13% | 2
Cn1c(=O)c2cc(S(=O)(=O)Nc3ccc4c(c3)OCO4)ccc2n(C)c1=O | 6% | -2.7 | 8% | -16% | 4% | -5% | -2% | 14% | ·
CCc1nnc(NC(=O)CCN(c2cc(C)cc(C)c2)S(=O)(=O)c2ccc(Cl)cc2)s1 | -5% | -0.1 | · | 2% | 5% | -4% | -4% | 20% | 11
CCCSC1=C(C#N)C(c2cccnc2)C(C(=O)OCC)=C(c2ccccc2)N1 (stereo not given) | -3% | 0.3 | 4% | -9% | 0% | 7% | -7% | 5% | -2
CC(C)(C)C1CCC(OC(=O)c2ccncc2)CC1 (stereo not given) | -14% | 0.1 | 8% | 2% | -14% | 1% | -4% | 0% | 2
CCN(CC(=O)Nc1ccc(NC(C)=O)cc1)C(=O)/C=C/c1cn(Cc2ccccc2)nc1-c1cccnc1 | -11% | -0.3 | 20% | -2% | -6% | 2% | 9% | 2% | -4
Cc1ccc(NC(=O)CSCC(=O)Nc2cccc3ncccc23)cc1 | -10% | -0.7 | 13% | -8% | -5% | 6% | -7% | -8% | 1
COc1ccc(CC(NC(C)=O)C(=O)NC2CCN(S(=O)(=O)c3cccc4ccccc34)CC2)cc1OC (stereo not given) | 5% | -1.8 | 0% | -6% | 3% | -1% | -6% | 5% | ·
O=C(CN1CCN(c2ccc(F)cc2)CC1)NCc1ccc(F)cc1 | -3% | 0.2 | -31% | 2% | 4% | 13% | -6% | -9% | 7
COc1cc2c(cc1OC)[C@H](C)N(C(=O)NCc1ccccc1)CC2 | 4% | -1.3 | 6% | -8% | 9% | 0% | -1% | -19% | 3
CCOC(=O)C1CCN(C(=O)COc2ccc(S(=O)(=O)N3CCOCC3)cc2C)CC1 | -15% | -0.3 | -16% | 7%[57.1 µM] | -3% | 7% | -17% | -10% | -4
Cc1ccc(NC(=O)CCN2C(=O)CSC2=O)c(C)c1 | 4% | -0.2 | -13% | 4% | -3% | -1% | -8% | 4% | -1
S=c1[nH]ncn1/N=C/c1ccco1 | -4% | 0.0 | -60%[inhibitor] | 10% | 16% | 4% | -7% | 10% | 3
CC(=O)c1sc(N/N=C\c2ccccc2O)nc1C | -4% | 0.1 | ? | -16% | 0% | 3% | 8% | -7% | -21
O=C(NCCN1CCOCC1)c1ccc2c(c1)N(Cc1ccc(Cl)cc1)C(=O)CS2 | -11% | -0.6 | -16% | -6%[57.1 µM] | 10% | -5% | 5% | 0% | -2
CCOCc1c(C(=O)Nc2cc(OCC)c(N3CCOCC3)cc2OCC)oc2ccccc12 | 6% | 1.1 | -11% | -3% | -9% | 12% | -12% | -8% | 15
CCOCc1c(C(=O)Nc2ccc3nc(N4CCOCC4)sc3c2)oc2ccccc12 | -23% | -0.7 | ? | ? | -2% | 9% | -16% | 21% | 1
NC(=NC(=O)c1ccccc1)N1CCOCC1 | 11% | -1.7 | -29% | 0% | -5% | -2% | 1% | 10% | ·
COC(=O)c1c(C)oc(C)c1S(=O)(=O)N(Cc1ccccc1)C(C)C | -16% | -0.3 | 10% | -17% | 1% | 1% | -5% | 11% | 0
CC(C)c1ccc(N(C(=O)CNC(=O)c2ccco2)C(C(=O)NC2CCCC2)c2cccnc2)cc1 (stereo not given) | 11% | -1.9 | 10% | 5% | 2% | -9% | ? | -13% | 1
C=CCNC(=O)c1onc(CSc2ccccc2CC)c1C(=O)O | -9% | 0.7 | -6% | -3% | 0% | 10% | -3% | 6% | ?
O=S(=O)(c1cccc(S(=O)(=O)N2CCC(n3nnc4ccccc43)CC2)c1)N1CCCCC1 | -13% | -4.0 | ? | -7% | 1% | 5% | -7% | 1% | 0
O=C(NC1CC1)C1CCN(C(=O)c2ccc(Cl)cc2Cl)CC1 | 11% | -0.2 | 4% | 1% | 0% | -2% | 7% | 1% | -2
CCCn1c(C2CC(=O)N(c3ccc(C)cc3)C2)nc2ccccc21 (stereo not given) | 2% | -0.6 | -6% | -1% | · | -9% | -5% | 0% | -2
COc1ccc(S(=O)(=O)N(C)CC(=O)Nc2cccc(C(C)=O)c2)cc1C | 1% | -2.9 | 21% | -3% | -3% | 5% | -10% | 10% | ·
CCCCS(=O)(=O)N1CCCC(C(=O)N2CCOCC2)C1 (stereo not given) | 0% | 0.9 | -20% | 6% | 1% | 1% | -6% | -5% | -7
O=C(NCc1ccccc1Br)c1ccc2c(c1)OCCO2 | 3% | -0.8 | 5% | -1% | 7% | 0% | -4% | 21% | -1
Cc1c(C(=O)C(=O)N2c3ccc(F)cc3CCC2C)c2ccccc2n1C (stereo not given) | -16% | -2.2 | 32% | -3% | 11% | 4% | -6% | -6% | 12
C/C(N)=C(/C#N)C(=O)COC(=O)Cc1coc2cc(C)ccc12 | 9% | -2.2 | 12% | -8% | 20% | 10% | -5% | -1% | 0
COCn1cnc(-c2ccccc2)c1-c1ccccc1 | -7% | -0.8 | 20% | 1% | -2% | 9% | -5% | 8% | 4
NC(=O)Nc1ccccc1C(=O)N1CCC(O)(c2ccc(Cl)cc2)CC1 | -8% | 1.6 | 5% | 7% | -1% | 2% | -13% | -11% | -4
c1ccc([C@H]2CN3C(=N2)Sc2ccccc23)cc1 | -6% | -0.3 | -19% | 7% | -4% | -31%[inhibitor] | ? | -8% | -20
Nc1nnc2cc(F)ccc2n1 | 17% | -2.7 | ? | 4% | -1% | 10% | -2% | 5% | -19
O=C(NCC1CCCO1)c1cccc(Oc2c(Cl)cccc2[N+](=O)[O-])c1 (stereo not given) | 12% | -3.0 | · | -10% | 0% | 1% | -4% | -12% | -7
NS(=O)(=O)c1ccc2nc(NC(=O)CS(=O)(=O)c3ccccc3)sc2c1 | 15% | -2.2 | 17% | -11% | -5% | -4% | -3% | 9% | -2
CCCCc1nc(SCc2ccc([N+](=O)[O-])cc2)n[nH]1 | 6% | -0.3 | -23% | 8% | 0% | -3% | -6% | 11% | -8
CCOc1cc(/C=N/NC(=O)c2ccc(=O)n(C)c2)ccc1O | 0% | -0.7 | 3% | -3% | 0% | -7% | -4% | -9% | -7
Cc1ccc(S(=O)(=O)NCCN=Cc2ccc(N(C)C)cc2)cc1 | -22% | 1.1 | · | ? | -5% | 3% | -2% | -4% | 6

Arranged by the number under EPAC1 antagonist (low to high): some entries from above.
smiles | EPAC1 antagonist
Cc1c(C(=O)C(=O)N2c3ccc(F)cc3CCC2C)c2ccccc2n1C (stereo not given) | -16%
COc1ccc(CC(NC(C)=O)C(=O)NC2CCN(S(=O)(=O)c3cccc4ccccc34)CC2)cc1OC (stereo not given) | 5%
Cc1ccc(-c2nc(=S)c3c(n2CC2CCCO2)CC(C)(C)OC3)cc1 (stereo not given) | 10%
O=C(NCC1CCCO1)c1cccc(Oc2c(Cl)cccc2[N+](=O)[O-])c1 (stereo not given) | 12%
